# SDO1 yeast rescue: compounds rescuing growth of sdo1-depleted yeast, bone marrow failure model; hit rate 0.21% among 140,000; z-score at 10 µM; S. cerevisiae sdo1-depleted JHY4D growth rescue, OD600 30 h; active compounds read high; pdr5 snq2 efflux-pump mutant strain;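 active means z-score above 3 at both the 24 hr and the 30 hr optical density reads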;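 further: z-score against mean and SD of all compound wells on the same plate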
# Insulin prom inh: TRM-6 insulin promoter activity inhibition; TRM-6 cells (human fetal islet line), insulin promoter-eGFP reporter, imaging; reporter expression induced with tamoxifen; inhibition, % at 2 µM; hit rate 0.9% among 130,000;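 active means inhibition above the mean plus 3 SD, with well images judged a real hit on visual review, cut at about 60% in these data, passing the limit was not always enough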
# SDO1 yeast rescue Rescue 24 h: further read-out of SDO1 yeast rescue, marked with its call; z-score; S. cerevisiae sdo1-depleted JHY4D growth rescue, OD600; measured here: growth rescue at 24 h;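 0 is the plate mean of compound wells and units are plate SD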
# Starred values were filed as active, the others as inactive; nt = not tested or not shown.
structure,Insulin prom inh,SDO1 yeast rescue,SDO1 yeast rescue Rescue 24 h
CCOC(=O)c1cnc2ccc(C(=O)OC)cc2c1NCCc1ccc(OC)c(OC)c1,25.0,-1.53,-1.49
CCS(=O)(=O)N1CCN(C2CCC(C)CC2)CC1 (configuration not stated),-28.1,0.89,0.31
O=C(CN1C(=O)c2ccccc2C1=O)Nc1cccc2cccnc12,nt,0.06,-0.5
CCn1c(SCc2nc3ccccc3c(=O)[nH]2)nnc1-c1ccncc1,-36.7,0.41,0.83
CCSc1nnc(NC(=O)COc2cccc3ccccc23)s1,21.6,-0.62,-0.69
Cc1cc(C(=O)N2CCCC(C(=O)c3cccc(C(F)(F)F)c3)C2)nc(C)n1 (configuration not stated),-70.7,nt,nt
CN(C)C=NC(=O)/C(C#N)=C/c1ccccc1,0.0,nt,nt
COc1ccccc1CNC(=O)C1CC(c2ccccc2[N+](=O)[O-])=NO1 (configuration not stated),17.9,0.11,-0.03
O=C(/C=C/c1cccc(Cl)c1)NCc1ccccc1,-50.0,nt,nt
COc1ccc(Br)cc1S(=O)(=O)N1CCOCC1,25.0,0.35,0.16
CC1CCc2nn(CC(=O)NCCC3=CCCCC3)cc2C1 (configuration not stated),nt,-0.71,-0.45
CCN=C1S/C(=C\c2ccc(N3CCOCC3)cc2C)C(=O)N1CC,-51.4,-0.69,-0.18
CCOc1ccc(CN2CCN(S(=O)(=O)c3ccc(NC(C)=O)cc3)CC2)cc1OC,14.3,0.84,0.57
Cc1c(NC(=O)c2ccc(F)cc2)c(=O)n(-c2ccccc2)n1C,nt,0.15,-0.71
CCOC(=O)N1CCN(C(=O)CCc2c(C)nc3nc(C)nn3c2C)CC1,nt,0.31,0.34
COc1ccc(-c2cc(CCCC(=O)NCCc3cc(OC)ccc3OC)no2)cc1,nt,-1.5,-0.04
Cc1ccc(NC2=NC(c3ccccc3)n3c(nc(C)cc3=O)N2)c(C)c1 (configuration not stated),-22.2,-0.06,-0.58
COc1c(Cl)cc(Cl)cc1C(=O)Nc1ccccc1N1CCN(C(C)=O)CC1,38.5,nt,nt
CC(=O)Nc1ccc(S(=O)(=O)NC2(C(F)(F)F)NC(=O)N(c3ccc(Cl)cc3)C2=O)cc1 (configuration not stated),nt,-0.74,-1.22
CCOc1cc(NC(=S)Nc2cccc(OC)c2)c(OCC)cc1NC(=O)c1ccc(C)cc1,-2.4,-0.74,-0.99
Cc1ccc(N(CCC#N)C(=O)CSc2ccc3c(c2)OCCO3)cc1,23.3,-0.78,-1.06
CCCC(=O)c1ccc(-c2ccccc2)cc1,27.3,1.12,0.21
Cc1ccc(C(=O)Nc2sc(C)c(-c3ccccc3)c2C(N)=O)cc1[N+](=O)[O-],0.0,-0.4,1.1
CCN(CC(=O)NC(C)(C)C)C(=O)c1ccc2c(c1)S(=O)(=O)c1ccccc1C2=O,50.0,nt,nt
CCC(Sc1nc2ccccc2c(=O)[nH]1)C(=O)Nc1ccc(C(C)=O)cc1 (configuration not stated),0.0,nt,nt
COc1ccc(-n2c(Cc3cccn3C)nnc2SCC(=O)Nc2cccc(OC)c2)cc1,nt,-1.36,-1.38
COc1ccc(OC)c(NC(=O)c2c(NC(=O)c3ccco3)sc3c2CCC3)c1,58.6,0.11,1.67
C=C(C)Cn1c(CCCNC(=O)CC)nc2ccccc21,13.3,0.53,-0.16
Cc1nn(-c2ccccc2)c2c1C(c1ccccc1)C(C#N)=C(N)O2 (configuration not stated),nt,0.44,0.47
CCc1ccc(NC(=O)Nc2ccc3c(c2)N(C)C(=O)CS3)cc1,nt,-1.26,-1.15

# Among those listed so far, five contain an aryl thioether with sulfur outside any ring.
structure,Insulin prom inh,SDO1 yeast rescue,SDO1 yeast rescue Rescue 24 h
CCn1c(SCc2nc3ccccc3c(=O)[nH]2)nnc1-c1ccncc1,-36.7,0.41,0.83
CCSc1nnc(NC(=O)COc2cccc3ccccc23)s1,21.6,-0.62,-0.69
Cc1ccc(N(CCC#N)C(=O)CSc2ccc3c(c2)OCCO3)cc1,23.3,-0.78,-1.06
CCC(Sc1nc2ccccc2c(=O)[nH]1)C(=O)Nc1ccc(C(C)=O)cc1 (configuration not stated),0.0,nt,nt
COc1ccc(-n2c(Cc3cccn3C)nnc2SCC(=O)Nc2cccc(OC)c2)cc1,nt,-1.36,-1.38

# Remaining list, next part.
structure,Insulin prom inh,SDO1 yeast rescue,SDO1 yeast rescue Rescue 24 h
C=CCNc1oc(-c2ccc(OCC)cc2)nc1C#N,4.8,0.89,1.38
O=C(CN1C(=O)C2CC=CCC2C1=O)NCc1cccs1 (configuration not stated),-27.8,nt,nt
CCC(CC)C(=O)Nc1ccc(C(=O)c2ccccc2)cc1,23.1,-1.02,-1.43
COc1ccc(NCc2nnc(SCC(=O)c3ccc(C)cc3)o2)cc1,7.1,1.13,1.24
Cn1nccc1C(=O)NCCN1C(=O)OC(C)(C)C1(C)O (configuration not stated),nt,-0.22,-1.11
CCCNC(=O)c1ccccc1NC(=O)c1ccccc1N(C)S(=O)(=O)c1ccc(C)cc1,nt,0.44,1.04
COc1ccc(NC(=O)C2Cc3ccccc3CN2C(=O)c2ccccc2)cn1 (configuration not stated),nt,0.61,-1.13
CCOc1ccc(S(=O)(=O)NNC(=S)Nc2ccc(Br)cc2)cc1,-13.5,0.49,0.86
COC(=O)c1cc(Br)c(=O)n(CCc2ccc(F)cc2)c1,19.4,-0.27,-0.78
O=C(O)CCC(=O)NCc1ccc(C(=O)O)cc1,20.6,-0.04,-0.44
ClCc1nnc(-c2cc3c(s2)CCCC3)o1,-27.3,nt,nt
CN(C)c1ccc(C(c2nnnn2CCOC(=O)Nc2ccc(Cl)cc2)N2CCOCC2)cc1 (configuration not stated),nt,1.07,0.89
CC(NC(=O)CCCOc1ccc(Cl)cc1)c1ccccc1 (configuration not stated),35.7,-0.99,-0.14
C=CCOC(=O)C1C(=O)CC(C)(O)C(C(=O)OCC=C)C1c1ccc(N(C)C)cc1 (configuration not stated),15.0,nt,nt
Cc1ccc(N=CC2=C(O)CC(c3cccc(Cl)c3)CC2=O)cc1 (configuration not stated),-20.0,-0.82,-0.53
CC(=O)N1CCN(c2nc(C)nc3sc4c(c23)CCC(C)C4)CC1 (configuration not stated),-28.6,-1.3,-1.87
COc1ccc2c3c(c(=O)oc2c1OCC(=O)O)CCCC3,35.9,0.88,0.74
O=C(NCC1CCCO1)c1c(O)c2ccccc2[nH]c1=O (configuration not stated),-14.3,-2.25,-1.88
CCSc1nc2ccccc2n1Cc1cccc([N+](=O)[O-])c1,53.3,-1.53,0.18
O=c1cc(-c2ccccc2Cl)oc2c(NS(=O)(=O)c3cc(Cl)cc(Cl)c3O)ccc(O)c12,-22.7,-2.53,-1.76
COc1cccc(-c2nnc(SCC(=O)Nc3cc(C)on3)o2)c1,67.4,-0.05,-0.8
Nc1nnc(Cc2ccc(Cl)c(Cl)c2)s1,-62.8,0.21,0.58
Cc1ccccc1NC(=O)N1CCN(C/C=C/c2ccccc2)CC1,57.9,nt,nt
O=C(Oc1c(Cl)cc(Cl)c2cccnc12)c1ccco1,67.9*,-1.86,-0.43
Cc1cccc(Cn2cc(/C=C/[N+](=O)[O-])c3ccccc32)c1,25.0,-1.84,-0.75
Cn1nnnc1SCc1ccc(C(=O)Nc2nccs2)cc1,nt,1.71,1.66
COc1ccc(CCNC(=O)COc2ccc(S(=O)(=O)N3CCOCC3)cc2)cc1OC,nt,0.06,0.07
Cc1cccc(C(=O)Oc2ccc(/C=N/O)cc2)c1,-412.5,-1.96,-1.39
COc1ccccc1N1CCN(C(C)C(=O)Nc2ccc(S(=O)(=O)N3CCOCC3)cc2)CC1 (configuration not stated),-45.0,nt,nt
CC(C)Cn1c(-c2ccccc2F)n[nH]c1=S,53.3,0.34,0.13
Cc1cccc(NC(=O)CCc2c(C)nc3ncnn3c2C)n1,25.0,1.09,1.1
CCc1nc2sc3c(c2c(=O)n1N)CC(C)(C)OC3,6.7,0.11,-0.45
CCN=c1scc(C)n1/N=C/c1cc(Br)c(O)c(OC)c1,-88.6,nt,nt
CC1CCc2nc(NC(=O)c3ccc(S(=O)(=O)N4CCCc5ccccc54)cc3)sc2C1 (configuration not stated),36.7,0.04,1.5
O=c1c([N+](=O)[O-])c(N2CCCCCC2)c2ccccc2n1-c1ccccc1,nt,-0.51,0.91
CN(C)C(=O)c1ccccc1Sc1cc(Cl)ccc1Cl,nt,0.42,0.1
OC(CNCc1ccccc1Cl)C(F)(F)F (configuration not stated),20.0,nt,nt
O=C1CC(c2cccc(F)c2)c2c(c3ccccc3[nH]c2=O)O1 (configuration not stated),-18.2,nt,nt
O=S(=O)(N/N=C/c1ccc2c(c1)OCCO2)c1ccccc1,-8.3,0.63,0.49
CCCCOC(=O)c1ccc(NC(=O)c2cnc3n(c2=O)CCS3)cc1,-12.5,-0.42,0.04
Cc1ccc(NC(=O)CSc2nnc(Cc3cccn3C)n2-c2ccc(F)cc2)cc1,nt,-0.39,-0.09
O=C1C2C3C=CC(C3)C2C(=O)N1c1nccs1 (configuration not stated),-148.2,0.36,0.08
CCOC(=O)c1sc(C)c2c(=O)n(CC(=O)c3ccc(Br)cc3)nnc12,-24.3,0,0.68
O=C(CCCN1C(=O)c2ccccc2C1=O)Nc1nncs1,-43.5,1.08,0.47
COc1ccccc1NC(=S)Nc1ccccn1,nt,0.04,-0.39
CC(C)Sc1nc(N)c2c3c(sc2n1)CN(C)CC3,0.0,0.56,-0.23
Cc1ccc(S(=O)(=O)N(C)C)cc1-n1c(SCC(=O)Nc2ccccc2)nc2ccccc2c1=O,0.0,-0.26,-0.41
Cc1ccccc1NC(=S)NC1CCN(Cc2ccccc2)CC1,-13.3,0.55,-0.01
Cc1ccc(C(=O)n2c(-c3ccccc3)cnc2SCC(=O)Nc2ccccc2)cc1,7.1,-0.97,-0.87
CC(=O)Nc1ccc(C2NC(=O)c3ccccc3O2)cc1 (configuration not stated),nt,0.73,0.59

# Other structures follow.
structure,Insulin prom inh,SDO1 yeast rescue,SDO1 yeast rescue Rescue 24 h
COc1ccc(CN2C(=O)c3ccccc3C2=O)cc1C(=O)OCC(=O)NC1CCCCC1,-24.1,-1.16,-0.88
Cn1ncc([N+](=O)[O-])c1C(=O)Nc1ccc(-c2nc3ccccc3o2)cc1,-42.9,nt,nt
CSc1nc(SCCO)c2sc3nc(-c4ccco4)c4c(c3c2n1)CC(C)(C)OC4,9.1,0.08,0.23
Cc1ccc(N2C(=O)c3ccc(C(=O)O)cc3C2=O)cc1C,-30.0,1.54,1.77
CC(NC(=O)C12CC3CC(CC(C3)C1)C2)C(=O)N/N=C/C1=C(N2CCOCC2)C(=C\c2cccc([N+](=O)[O-])c2)/CC1 (configuration not stated),50.0,-0.68,-0.5
Cc1cc(C)cc(NS(=O)(=O)c2ccc3[nH]cc(C(=O)N4CCc5ccccc54)c(=O)c3c2)c1,65.4,-0.19,0.72
CCCC(=O)NC1=C(C#N)C2(CCCCC2)Cc2ccccc21,-66.1,-0.3,-0.69
CC1CCCC(C(=O)O)N1C(=O)CCSC(=O)c1ccccc1 (configuration not stated),21.4,0.33,-1.15
O=C(Cn1cnc2ccc(Cl)cc2c1=O)c1cccs1,6.0,-0.31,-1.1
CCOc1ccc(C(=O)OCC(=O)NCc2ccco2)cc1OCC,-3.0,0.07,-0.23
CC1=NN(Cc2ccccc2)C(=O)/C1=C/c1ccc(N(C)C)cc1,nt,-0.73,-0.04
O=c1[nH]c2ccc(S(=O)(=O)Nc3ccc(-c4nnc5n4CCCCC5)cc3)cc2o1,nt,0.81,0.52
O=C(Cc1ccccc1)NC1CCN(C(=O)NCc2ccccc2)CC1,3.6,0.56,-0.23
CCOC(=O)c1c(-c2cccc(C)c2)csc1NC(=O)c1c(-c2ccccc2)noc1C,-20.0,0.05,-0.8
COc1ccc(N2C(=O)/C(=C/c3cccs3)NC2=S)cc1,6.1,-1.69,-0.79
COc1cccc(C(=O)Nc2nc(C)cs2)c1,-18.4,2.16,2.02
Nc1nonc1C(=O)OCC(=O)c1ccc(Cl)cc1,0.0,1.39,1.84
COc1c(C)cc(Br)cc1C(=O)NC(=S)Nc1ccc(Cl)c(C(=O)O)c1,20.0,nt,nt
CC(C)c1ccccc1NC(=O)c1cccc(NC(=O)c2ccccc2)c1,-51.6,-1.76,-1.5
O=C1CC(c2ccc(F)cc2)c2cc3c(cc2N1)CCC3 (configuration not stated),nt,-1.78,-1.33
C/C(=N\Nc1ccc([N+](=O)[O-])cc1)c1ccc(-n2nncc2C(C)(C)C)cc1,nt,-0.1,-0.21
Cc1ccc(NC(=O)c2ccc(-c3nn(C)c(=O)c4ccccc34)cc2)cc1,36.1,-0.81,0.34
CCCNC(=O)c1ccc2c(c1)ncn2-c1ccccc1OC,nt,-0.23,-0.32

# An excerpt from above in order of molecular weight, rising.
structure,Insulin prom inh,SDO1 yeast rescue,SDO1 yeast rescue Rescue 24 h
O=C1CC(c2ccc(F)cc2)c2cc3c(cc2N1)CCC3 (configuration not stated),nt,-1.78,-1.33
CC(C)c1ccccc1NC(=O)c1cccc(NC(=O)c2ccccc2)c1,-51.6,-1.76,-1.5
CCOC(=O)c1c(-c2cccc(C)c2)csc1NC(=O)c1c(-c2ccccc2)noc1C,-20.0,0.05,-0.8

# Compounds were not picked by outcome, and some 0.92% of all compounds hit somewhere here.
